Assay outcomes (PubChem)
GDH-TPI counter: GDH-TPI coupled enzyme inhibition counter-screen; GDH-TPI coupled enzyme counterscreen, NADH absorbance; inhibition, % at 4.8 µM; hit rate 1.2% among 360,000; AID 588335;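 also: 0% = DMSO wells and 100% = wells lacking the enzyme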
CCHF vOTU inh: CCHFV vOTU protease inhibition | Pep-AMC fluorescence | inhibition, % at 11.5 µM | hit rate 0.55% among 370,000; also: 0% = vehicle wells with enzyme and 100% = no enzyme wells
BoNT A protease: blocks Botulinum neurotoxin A light chain protease; multiplex microsphere protease substrate cleavage, flow cytometry; inhibition, % at 10 µM; hit rate 0.17% among 360,000; in the data active = inhibition above about 30%; inconclusive = no clear call, values can overlap the other calls; also: plate controls were buffer without enzyme for full effect and enzyme alone for no effect
Mtb BioA inh: blocks M. tuberculosis BioA enzyme activity | inhibition, % at 9.99 µM | purified M. tuberculosis BioA enzyme, plate reader | AID 602481 | hit rate 0.096% among 360,000; in the data active = inhibition above about 40%; inconclusive = no clear call, values can overlap the other calls
PrPC surface inh: inhibitors of human cell surface prion protein PrPC; TR-FRET read-out; inhibition, % at 13.8 µM; hit rate 0.43% among 370,000; AID 720596; in the data active = inhibition above about 24%; also: 0% = median of the test wells and 100% = reference compound wells
UGM FP inh: blocks M. tuberculosis UGM enzyme; P9WIQ1; inhibition, % at 10 µM; hit rate 0.06% among 320,000; purified UGM, fluorescence polarization probe displacement; AID 504406; in the data active = inhibition above about 10%, passing the limit was not always enough; inconclusive = no clear call, values can overlap the other calls
Target sequence (P9WIQ1 whole entry, looked up): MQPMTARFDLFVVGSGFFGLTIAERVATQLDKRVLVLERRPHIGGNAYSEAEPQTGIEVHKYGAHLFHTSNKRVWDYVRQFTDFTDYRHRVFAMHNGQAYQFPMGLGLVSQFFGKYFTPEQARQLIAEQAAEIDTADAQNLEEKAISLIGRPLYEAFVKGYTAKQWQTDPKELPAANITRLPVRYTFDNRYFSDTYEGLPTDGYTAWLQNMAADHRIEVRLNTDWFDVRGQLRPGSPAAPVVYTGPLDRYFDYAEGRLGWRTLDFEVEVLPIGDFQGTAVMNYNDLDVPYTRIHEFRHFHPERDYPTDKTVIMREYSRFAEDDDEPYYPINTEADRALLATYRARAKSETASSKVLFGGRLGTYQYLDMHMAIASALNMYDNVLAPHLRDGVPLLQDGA
BoNT F protease: blocks Botulinum neurotoxin F light chain protease; AID 588497; inhibition, % at 10 µM; Multiplex microsphere protease cleavage assay, flow cytometry; hit rate 0.22% among 360,000; in the data active = inhibition above about 35%, passing the limit was not always enough; inconclusive = no clear call, values can overlap the other calls; also: plate controls were buffer without enzyme for full effect and enzyme alone for no effect
Mtb FBA inh: inhibits M. tuberculosis FBA enzyme; purified M. tuberculosis FBA, fluorescence read-out; inhibition, % at 1 µM; hit rate 2.3% among 360,000; AID 588726; in the data active = inhibition above about 27%;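 also: 0% = vehicle and 100% = reference inhibitor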
Target sequence (P9WQA3 whole entry, looked up): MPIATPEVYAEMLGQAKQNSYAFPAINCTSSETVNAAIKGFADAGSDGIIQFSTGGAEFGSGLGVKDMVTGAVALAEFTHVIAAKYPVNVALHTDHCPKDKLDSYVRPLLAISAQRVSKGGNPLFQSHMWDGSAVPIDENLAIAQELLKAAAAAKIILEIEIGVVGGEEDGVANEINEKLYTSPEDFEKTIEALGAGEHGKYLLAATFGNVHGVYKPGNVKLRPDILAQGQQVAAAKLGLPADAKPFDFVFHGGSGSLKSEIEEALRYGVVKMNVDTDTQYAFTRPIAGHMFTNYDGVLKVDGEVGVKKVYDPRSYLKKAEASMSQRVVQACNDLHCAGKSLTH
FadD28 FP inh: M. tuberculosis FadD28 bisubstrate binding inhibition | hit rate 0.22% among 360,000 | FadD28 bisubstrate probe binding, fluorescence polarization | inhibition, % at 12.5 µM; in the data active = inhibition above about 8.5%, passing the limit was not always enough; inconclusive = no clear call, values can overlap the other calls
Numbers without * were called inactive. Rule as the data show it, unless noted: active = inhibition above about 30%; inactive = the rest.

CCOC(=O)N1CCN(c2nc(=S)n(-c3ccccc3)c(C)c2C(C)=O)CC1 was read as GDH-TPI counter 9, CCHF vOTU inh -2, BoNT A protease 2.3, Mtb BioA inh 0.3, PrPC surface inh 4, UGM FP inh -0.5, BoNT F protease -26, Mtb FBA inh 2 and FadD28 FP inh -1.5.
`COc1cc2c(cc1OC)C(c1cc3ccccc3oc1=O)=NC(C)(C)C2` gave GDH-TPI counter 17, CCHF vOTU inh 2, BoNT A protease 1.0, Mtb BioA inh 1.4, PrPC surface inh -3, UGM FP inh 0.2, BoNT F protease 0, Mtb FBA inh 6 and FadD28 FP inh -1.8.
`Cc1ccc(S(=O)(=O)Nc2ccc3c(c2)nc(CCN2CCN(c4ccccn4)CC2)n3C)cc1` gave GDH-TPI counter -2, CCHF vOTU inh 9, BoNT A protease 1.0, Mtb BioA inh -1.3, PrPC surface inh 5, UGM FP inh 0.1, BoNT F protease 4, Mtb FBA inh -3 and FadD28 FP inh -5.1.
Screening Cc1ccc2cccc(OCC(=O)N(C)CC(=O)Nc3ccc(F)cc3)c2n1 returned GDH-TPI counter 7, CCHF vOTU inh 0, BoNT A protease -2.8, Mtb BioA inh -1.8, PrPC surface inh -2, UGM FP inh 1.6, BoNT F protease -1, Mtb FBA inh 6 and FadD28 FP inh -1.6.
For Cc1nn(CC2CC2)c(=O)n1-c1ccc(F)cc1 the results were GDH-TPI counter -2, CCHF vOTU inh -9, BoNT A protease 0.7, Mtb BioA inh -1.0, PrPC surface inh 6, UGM FP inh 4.9, BoNT F protease 0, Mtb FBA inh 3 and FadD28 FP inh -0.1.
Screening Cc1ccc(NC(=O)COC(=O)c2c(-c3ccccc3)noc2C)cc1 returned GDH-TPI counter 6, CCHF vOTU inh 17, BoNT A protease -0.1, Mtb BioA inh -2.6, PrPC surface inh 2, UGM FP inh 4.1, BoNT F protease -2, Mtb FBA inh 2 and FadD28 FP inh -1.4.
O=[N+]([O-])c1cc(C(F)(F)F)ccc1Cl was read as GDH-TPI counter -1, CCHF vOTU inh -3, BoNT A protease -0.5, Mtb BioA inh -0.6, PrPC surface inh 0, UGM FP inh -0.4, BoNT F protease -6, Mtb FBA inh -1 and FadD28 FP inh -2.6.
`Cc1ccc(CNc2ccc3c(c2)nc(C)n3C)cc1` gave GDH-TPI counter 0, CCHF vOTU inh -2, BoNT A protease -8.0, Mtb BioA inh -0.5, PrPC surface inh 5, UGM FP inh 0.4, BoNT F protease -15, Mtb FBA inh 2 and FadD28 FP inh -1.3.
For Cn1ccc2cc(-c3ccc4ncnc(NCc5cccs5)c4c3)ccc21 the results were GDH-TPI counter 0, CCHF vOTU inh 2, BoNT A protease 0.9, Mtb BioA inh -0.3, PrPC surface inh 5, UGM FP inh -2.9, BoNT F protease -26, Mtb FBA inh 7 and FadD28 FP inh -1.7.
For COc1ccccc1/C=N/NC(=O)c1ccc(Br)cc1 the results were GDH-TPI counter 15, CCHF vOTU inh -2, BoNT A protease 0.2, Mtb BioA inh 1.8, PrPC surface inh 2, UGM FP inh 0.1, BoNT F protease -2, Mtb FBA inh -1 and FadD28 FP inh -3.0.
CCN(CC(=O)Nc1c(F)cccc1F)C(=O)c1cc(C)nc2ccccc12 was read as GDH-TPI counter -9, CCHF vOTU inh -5, BoNT A protease 3.1, PrPC surface inh -5, UGM FP inh -3.1, BoNT F protease 6, Mtb FBA inh -3 and FadD28 FP inh -2.3.
For Cc1ccc(S(=O)(=O)N2CCN(C(=O)c3ccco3)CC2)cc1C the results were GDH-TPI counter 8, CCHF vOTU inh -10, BoNT A protease 0.8, Mtb BioA inh -0.6, PrPC surface inh 2, UGM FP inh 1.5, BoNT F protease 2, Mtb FBA inh 5 and FadD28 FP inh 0.2.
CCN(CC)CCn1nc(C)nc1-c1ccccc1O was read as GDH-TPI counter 7, CCHF vOTU inh 14, BoNT A protease 0.0, Mtb BioA inh 0.8, PrPC surface inh -5, UGM FP inh -1.3, BoNT F protease -9, Mtb FBA inh 1 and FadD28 FP inh -1.7.
COc1cccc(-c2ccc(NC(=O)C3CCCN(Cc4nccn4C)C3)cc2)c1 (configuration not stated) was read as GDH-TPI counter 5, CCHF vOTU inh -4, BoNT A protease 3.4, Mtb BioA inh 0.2, PrPC surface inh 0, UGM FP inh -0.9, BoNT F protease -2, Mtb FBA inh 5 and FadD28 FP inh 0.9.
O=C(N/N=C/c1cc2c(cc1Br)OCO2)c1cccnc1 was read as GDH-TPI counter 15, CCHF vOTU inh -3, BoNT A protease -0.9, PrPC surface inh -8, UGM FP inh 2.2, BoNT F protease -3, Mtb FBA inh 2 and FadD28 FP inh -3.0.
For CCN(CC)C(=O)CSc1nc2cc3c(cc2c(=O)n1Cc1ccc2c(c1)OCO2)OCO3 the results were GDH-TPI counter 5, CCHF vOTU inh 0, BoNT A protease 0.1, PrPC surface inh 5, UGM FP inh -1.0, BoNT F protease 4, Mtb FBA inh 1 and FadD28 FP inh -2.1.
For COc1ccccc1-n1cnnc1SCC(=O)Nc1ccccc1 the results were GDH-TPI counter 5, CCHF vOTU inh -4, BoNT A protease -2.5, Mtb BioA inh 0.5, PrPC surface inh 0, UGM FP inh -2.0, BoNT F protease -5, Mtb FBA inh 2 and FadD28 FP inh 0.3.
`COc1ccc(N2CCN(C(=O)CCCCCn3c(=S)[nH]c4ccc(N5CCOCC5)cc4c3=O)CC2)cc1` gave GDH-TPI counter 9, CCHF vOTU inh 3, BoNT A protease 0.2, Mtb BioA inh -1.2, PrPC surface inh 7, BoNT F protease -2, Mtb FBA inh 3 and FadD28 FP inh -0.1.
Screening Clc1ccc(OCc2cn3ccccc3n2)c2ncccc12 returned GDH-TPI counter 0, CCHF vOTU inh -7, BoNT A protease 3.4, PrPC surface inh -19, UGM FP inh 0.2, BoNT F protease 19, Mtb FBA inh 4 and FadD28 FP inh -0.5.
For CC(C)NC(=O)C1(C)CCN1C(=O)c1cccc(Cl)c1 (configuration not stated) the results were GDH-TPI counter -4, CCHF vOTU inh -17, BoNT A protease -0.7, Mtb BioA inh -2.6, PrPC surface inh 7, BoNT F protease -5, Mtb FBA inh -4 and FadD28 FP inh -4.4.
`O=C1C=C(c2cccc(O)c2)C[C@@H](c2ccc(F)cc2)C1` gave GDH-TPI counter 1, CCHF vOTU inh 9, BoNT A protease -0.8, Mtb BioA inh 1.9, PrPC surface inh -10, UGM FP inh -2.0, BoNT F protease -6, Mtb FBA inh 3 and FadD28 FP inh -3.5.
`COc1ccc(CN2[C@@H](CC(=O)O)c3cc(F)ccc3S2(=O)=O)cc1` gave GDH-TPI counter -7, CCHF vOTU inh -20, BoNT A protease -0.1, Mtb BioA inh 1.1, PrPC surface inh 6, UGM FP inh 0.6, BoNT F protease 0 and Mtb FBA inh -1.
CC(C)c1ccc(NC(=O)COC(=O)c2ccc(CN3CCCC3=O)cc2)cc1 was read as GDH-TPI counter 5, CCHF vOTU inh 4, BoNT A protease -0.3, Mtb BioA inh -1.0, PrPC surface inh 0, UGM FP inh -1.6, BoNT F protease 2, Mtb FBA inh 2 and FadD28 FP inh 0.8.
`CCOC(=O)C1=C(C)Nc2sc(C(=O)c3ccc(C)cc3)c(N)c2C1c1ccc(C(=O)OC)cc1` (configuration not stated) gave GDH-TPI counter 10, CCHF vOTU inh 16, BoNT A protease 21, Mtb BioA inh 5.6, PrPC surface inh 9, UGM FP inh 4.4, BoNT F protease 9, Mtb FBA inh 5 and FadD28 FP inh -0.9.
`Cc1cccc2nc(CSc3nnc(N)s3)cn12` gave GDH-TPI counter 5, CCHF vOTU inh 4, BoNT A protease 0.9, PrPC surface inh -2, UGM FP inh -1.5, BoNT F protease -3, Mtb FBA inh -2 and FadD28 FP inh -1.7.
Screening COc1ccc(NC(=O)N(C)[C@H]2C[C@H]3c4[nH]c5ccccc5c4CCN3C[C@H]2[C@H](C)O)cc1 returned GDH-TPI counter 1, CCHF vOTU inh -1, BoNT A protease -0.4, Mtb BioA inh 0.7, PrPC surface inh -17, BoNT F protease -3, Mtb FBA inh 0 and FadD28 FP inh -1.0.
Screening CN(C)CCCn1c(NC(=O)C2CCCCC2)nc2ccccc21 returned GDH-TPI counter -2, CCHF vOTU inh -15, BoNT A protease 0.6, Mtb BioA inh -1.1, PrPC surface inh -1, UGM FP inh -0.2, BoNT F protease -4, Mtb FBA inh -4 and FadD28 FP inh -2.6.
`Nc1ccc(N)c(C(=O)O)c1` gave GDH-TPI counter 9, BoNT A protease -3.7, Mtb BioA inh -5.6, UGM FP inh 1.4, BoNT F protease -11, Mtb FBA inh 0 and FadD28 FP inh inconclusive.
Screening CNc1ccccc1-c1nc2ccccc2n(C)c1=O returned GDH-TPI counter 10, CCHF vOTU inh 6, BoNT A protease 3.5, Mtb BioA inh -0.6, PrPC surface inh -2, UGM FP inh -0.5, BoNT F protease inconclusive, Mtb FBA inh -2 and FadD28 FP inh -1.2.
Screening O=C(CCSCc1ccc(Cl)cc1)NCc1ccco1 returned GDH-TPI counter 11, CCHF vOTU inh 5, BoNT A protease 0.3, PrPC surface inh 5, UGM FP inh -0.5, BoNT F protease -2, Mtb FBA inh -1 and FadD28 FP inh -1.3.

Overlap with the part before: 2 entries, then new ones.
Screening CNc1ccccc1-c1nc2ccccc2n(C)c1=O returned GDH-TPI counter 10, CCHF vOTU inh 6, BoNT A protease 3.5, Mtb BioA inh -0.6, PrPC surface inh -2, UGM FP inh -0.5, BoNT F protease inconclusive, Mtb FBA inh -2 and FadD28 FP inh -1.2.
Screening O=C(CCSCc1ccc(Cl)cc1)NCc1ccco1 returned GDH-TPI counter 11, CCHF vOTU inh 5, BoNT A protease 0.3, PrPC surface inh 5, UGM FP inh -0.5, BoNT F protease -2, Mtb FBA inh -1 and FadD28 FP inh -1.3.
`CCc1nnc(NC(=O)CSCc2cc(=O)n3nc(C)sc3n2)s1` gave GDH-TPI counter -2, CCHF vOTU inh 6, BoNT A protease -2.5, Mtb BioA inh 2.1, PrPC surface inh -10, UGM FP inh -0.7, BoNT F protease -8, Mtb FBA inh 0 and FadD28 FP inh -2.5.
COc1ccccc1NC(=O)N(CCN1CCOCC1)Cc1cc2cc(C)cc(C)c2[nH]c1=O was read as GDH-TPI counter 7, CCHF vOTU inh 2, BoNT A protease -0.8, PrPC surface inh -4, UGM FP inh -5.0, BoNT F protease -9, Mtb FBA inh 2 and FadD28 FP inh 0.1.
`O=C(CSc1ncn(-c2ccccc2)n1)c1cccs1` gave GDH-TPI counter 7, CCHF vOTU inh 7, BoNT A protease -2.7, Mtb BioA inh 3.2, PrPC surface inh -6, UGM FP inh -0.7, BoNT F protease -36, Mtb FBA inh 7 and FadD28 FP inh -1.3.
Screening CSCc1cc(N2CCOCC2)nc(-c2ccccc2)n1 returned GDH-TPI counter -1, CCHF vOTU inh 8, BoNT A protease 0.8, Mtb BioA inh 0.6, PrPC surface inh -1, UGM FP inh -2.0, BoNT F protease 0, Mtb FBA inh 3 and FadD28 FP inh -2.2.
Screening C=CCSc1nnc(-c2nnc(SCC=C)n2-c2ccccc2)n1-c1ccccc1 returned GDH-TPI counter -2, CCHF vOTU inh 2, BoNT A protease -6.3, Mtb BioA inh -1.4, PrPC surface inh -6, UGM FP inh 1.1, BoNT F protease -109, Mtb FBA inh 0 and FadD28 FP inh -1.3.
For O=C1c2ccccc2C(=O)N1CC1c2ccccc2CCN1C(=O)CN1CCOCC1 (configuration not stated) the results were GDH-TPI counter 8, CCHF vOTU inh 3, BoNT A protease -0.2, PrPC surface inh 2, UGM FP inh 1.0, BoNT F protease -5, Mtb FBA inh 7 and FadD28 FP inh 0.2.
Screening Cc1ccccc1Cc1c(C)nc2c(C(=O)NCc3ccc4c(c3)OCO4)cnn2c1C returned GDH-TPI counter 5, CCHF vOTU inh 11, BoNT A protease -1.2, Mtb BioA inh 2.5, PrPC surface inh -1, UGM FP inh -0.1, BoNT F protease -2, Mtb FBA inh 6 and FadD28 FP inh -0.2.

Looked up one by one from the list above, 2 records:
Screening CSCc1cc(N2CCOCC2)nc(-c2ccccc2)n1 returned GDH-TPI counter -1, CCHF vOTU inh 8, BoNT A protease 0.8, Mtb BioA inh 0.6, PrPC surface inh -1, UGM FP inh -2.0, BoNT F protease 0, Mtb FBA inh 3 and FadD28 FP inh -2.2.
COc1ccccc1NC(=O)N(CCN1CCOCC1)Cc1cc2cc(C)cc(C)c2[nH]c1=O was read as GDH-TPI counter 7, CCHF vOTU inh 2, BoNT A protease -0.8, PrPC surface inh -4, UGM FP inh -5.0, BoNT F protease -9, Mtb FBA inh 2 and FadD28 FP inh 0.1.
